Source: PubChem BioAssay (Broad Institute)
EWS-Fli block = EWS/Fli-driven NR0B1 reporter inhibitors, primary screen, A673 cells, NR0B1 luciferase, luminescence, MLPCN library. AID 651661, 2012. inhibition, % at 12.6 µM. viability-normalised. 350,000 tested, 0.67% active;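 active = mean inhibition of at least 50% after viability correction, with every replicate also passing that limit; inconclusive = mean reaches 50% but only one of two replicates passes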;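 note: firefly luciferase signal divided by Alamar Blue viability fluorescence both relative to DMSO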
CASP6 VEID inh = human caspase-6 inhibitors, primary screen, biochemical, VEID-R110 fluorescence, single point, set 2; purified caspase-6, Z-VEID-R110 cleavage fluorescence; inhibition, % at 12.5 µM; 350,000 tested, 0.53% active;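 active = mean inhibition across replicates at least about 35%, with every replicate also reaching that limit, limit read from the data; inconclusive = only one of the two criteria met; inactive = neither criterion met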;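 note: 0% = median of neutral control wells and 100% = no fluorescence left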
Target sequence (P55212 24-179 limits assumed): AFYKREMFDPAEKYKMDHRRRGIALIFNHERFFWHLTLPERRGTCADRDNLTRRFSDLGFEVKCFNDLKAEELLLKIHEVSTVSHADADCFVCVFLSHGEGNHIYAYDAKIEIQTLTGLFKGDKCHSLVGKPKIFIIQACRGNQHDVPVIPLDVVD
Target sequence (P55212 194-293 limits assumed): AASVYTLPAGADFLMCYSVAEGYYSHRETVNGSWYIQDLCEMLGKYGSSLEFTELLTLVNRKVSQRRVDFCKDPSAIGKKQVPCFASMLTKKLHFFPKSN
FN deposition inh = inhibitors of fibronectin matrix deposition, primary screen, AH1F cells, Alexa488-fibronectin fluorescence, plate reader | AH1F fibroblasts, overnight | inhibition, % at 12.6 µM | 350,000 tested, 0.086% active;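 active = mean inhibition across replicates of 30% or more, regardless of how many single replicates reach that level; inconclusive = mean under 30% yet at least half of replicates reach 30%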;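 note: positive control wells lacked labelled fibronectin entirely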
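test system = AH1F fibroblasts assembling fluorescent fibronectin matrix | quantity = 10000 AH1F cells per well | buffer or medium = DMEM plus 2% serum, read in PBS | doses = single dose, pinned | incubation = 1 h cell attachment, overnight exposure to compound and label | detection = fluorescence at 485 nm excitation, 525 nm emission | read-out basis = inhibition from reduced deposited-fibronectin fluorescence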
miR122 inh = miR-122 Renilla sensor signal increase in Huh7, primary screen, miR-122 inhibitor project, cell-based, single point, plate reader | activation (reporter increase), % at 12.5 µM | 340,000 tested, 0.3% active | Huh7 miR-122 Renilla luciferase sensor, 48 h; neutral wells = 0, positive control = 100;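 active = mean replicate activation score at least 90 and every replicate individually at or above 90; inconclusive = only one of the two criteria met; inactive = neither criterion met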;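 note: higher luciferase means less miR-122 activity so hits act as miR-122 inhibitors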
Cneo AK release = Cryptococcus neoformans cell lysis inducers, primary screen, AK release luminescence, single concentration; C. neoformans lysis, adenylate kinase release luminescence, 4 h; normalised: neutral wells 0, clomiphene wells 100; lysis activity, % at 15 µM; 360,000 tested, 0.2% active; AID 651654, 2012;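 active = mean lysis activity across replicates of at least 80%, whatever share of replicates individually reach that level; inactive = mean lysis activity below 80%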
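Material: C. neoformans cells; Schedule: 4 h static compound exposure, 37 °C, read 1 h post-reagent; Measured by: adenylate kinase release luminescence; Read-out: signal increase indicating cell lysis; Controls: Clomiphene as positive lysis control.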
PGC1a acetyl inh = inhibitors of PGC1a acetylation signal, primary screen, cell-based, U2OS, AlphaScreen, inhibitor mode; AlphaScreen anti-acetyl-lysine; with virally co-expressed GCN5 acetyltransferase; inhibition, % at 15.6 µM; 350,000 tested, 0.17% active; AID 651687, 2012;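 active = every replicate shows inhibition of at least 40%; inconclusive = mean inhibition at least 40% but some replicate below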;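 note: 0% = neutral control wells and 100% = positive control wells; some results beyond the cut were filed as inactive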
LGR2 inh = inhibitors of bursicon-induced LGR2 CRE-luciferase signal, primary screen, cell-based, HEK293, CRE-luciferase reporter, bursicon stimulation; Drosophila bursicon receptor LGR2 (rickets); bursicon-stimulated, 4 h; inhibition, % at 9.99 µM; 380,000 tested, 0.35% active; AID 720647, 2013;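 active = drop in luminescence signal, shown as inhibition above about 50% in the replicate tests, limit read from the data, passing the limit was not always enough; inconclusive = probably only some replicates passing the limit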;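 note: agonist challenge used bursicon conditioned medium at about half maximal strength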
PAX8 reporter = inhibitors of PAX8-driven TPO luciferase reporter, primary screen, RMG-I cells, single concentration; SteadyGlo, 24 h; inhibition, % at 12.6 µM; 360,000 tested, 1.2% active; AID 652154, 2013;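 active = mean replicate inhibition at least 60% with every replicate also reaching 60%; inconclusive = only one of the two criteria is met; inactive = mean below 60% and not all replicates reaching 60%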;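 note: luciferase light reporting Pax8 driven TPO promoter activity; plate controls were median of neutral control wells for no effect and mitoxantrone controls for full effect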
* hit, by the source's call; ? = inconclusive; nt = no result given; & = joins results of further samples; [ ] = another dose, or the depositor's remark.

item	canonical_smiles	EWS-Fli block	CASP6 VEID inh	FN deposition inh	miR122 inh	Cneo AK release	PGC1a acetyl inh	LGR2 inh	PAX8 reporter
1	Nc1sccc1C(=O)N1CCN(c2ccccc2)CC1	-34	1	nt	nt	nt	nt	-17	1
2	C[C@@H]1CCCCO[C@H](CN(C)S(=O)(=O)c2cccs2)[C@H](C)CN([C@H](C)CO)C(=O)c2cc(NC(=O)Nc3ccc(F)cc3)ccc2O1	3	0	nt	-3[16.7 µM]	-1	-11	12	22
3	O=C(c1cncc(Br)c1)N1CCN(S(=O)(=O)c2ccc3ccccc3c2)CC1	10	3	-3	-2	2	1	nt	2
4	Cc1ccnc(NC(=O)c2cc(-n3cnnc3)ccc2Cl)c1	nt	nt	-2	5	-4	nt	nt	7
5	CCC(c1nnnn1CCc1ccccc1)N1CCN(C(=O)c2ccco2)CC1 (centres undefined)	nt	1	7	-1	-1	5	2	17
6	O=c1[nH]cc(COCC(F)CCl)c(=O)[nH]1 (centres undefined)	-4	-1	7	-1	nt	0	-8	21
7	OC(COCc1ccc2c(c1)OCO2)CN1CCCCC1 (centres undefined)	-7	0	-1	nt	nt	9	-1	-10
8	c1ccc(COC2COC3C(OCc4ccccc4)COC23)cc1 (centres undefined)	-2	0	nt	6	-1	-2	8	-12
9	O=[N+]([O-])c1ccc(NCCCO)c(S(=O)(=O)N2CCOCC2)c1	9	0	0	nt	nt	-1	-4	-9
10	COc1ccc(C(C(=O)Nc2ccc(F)cc2)N2CCN(c3cccc(C(F)(F)F)n3)CC2)cc1 (centres undefined)	5	-1	0	nt	nt	nt	5	20
11	Cc1cccc(S(=O)(=O)N2CCCCN3[C@H](CO)[C@@H](c4ccc(C#C[C@@H](C)O)cc4)[C@H]3C2)c1	16	0	nt	5[16.7 µM]	48	-13	0	-7
12	O=C1N(c2ccccc2C(F)(F)F)O[C@]1(c1ccccc1)C1CCCCC1	-9	27	-2	nt	1	nt	19	54
13	CCn1c(=O)c2sccc2n2c(CCCC(=O)NCc3cccnc3)nnc12	0	4	0	0	-1	8	0	-17
14	COc1ccc(C2c3ccc4ccccc4c3Oc3ncn(CCN(C)C)c(=N)c32)cc1 (centres undefined)	35	-34	-12	nt	1	-35	7	0
15	COCCNC(=O)C[C@@H]1C[C@@H]2c3cc(NC(=O)NC4CCCCC4)ccc3O[C@@H]2[C@H](CO)O1	8	0	0	5[16.7 µM]	55	-3	-10	-2
16	CSc1ccccc1NC(=O)C1C2CCC(C2)C1C(=O)O (centres undefined)	-2	0	2	-1	-2	32	26	2
17	O=C(Cc1ccccn1)N[C@@H]1CC[C@H](CC(=O)N2CCCCC2)O[C@@H]1CO	2	1	1	nt	2	-6	11	4
18	NC(=O)C1(N2CCCCC2)CCN(C(=O)CCCn2c(=O)[nH]c3ccsc3c2=O)CC1	1	0	1	-2	-1	6	-19	13
19	O=C(NC1CCCC1)C(c1ccc(F)cc1)N(Cc1ccccc1Cl)C(=O)CCl (centres undefined)	18	-1	1	5	3	1	-1	31
20	CC(C)C(NS(=O)(=O)c1cccs1)C(=O)NCc1ccccc1 (centres undefined)	8	1	0	0	3	5	0	-10
21	COc1ccc(Nc2nc3ccccc3s2)cc1	-118	0	nt	-6	nt	10	-23	-157
22	O=S(=O)(c1cccc(F)c1)N1CCN(c2ncnc3scc(-c4ccc(F)cc4)c23)CC1	17	nt	nt	-3	-6	5	-5	11
23	N#Cc1ccccc1OCC(=O)NC(=O)NCc1ccccc1	1	1	nt	nt	nt	2	-38	-3
24	COc1ccc(OS(=O)(=O)c2c(C)noc2C)cc1	-2	-6	-14	-1	1	-4	4	10
25	CCC(=O)Nc1ccc2c(c1)C(=O)N(C)[C@H]1CC[C@H](CC(=O)NCc3ccccc3)O[C@H]1CO2	-8	-4	-1	8[16.7 µM]	0	3	4	9
26	COc1cccc(S(=O)(=O)N(C)C[C@@H]2Oc3ncccc3C(=O)N([C@H](C)CO)C[C@@H]2C)c1	-17	2	0	1[16.7 µM]	-2	11	3	nt
27	Cc1ccc(C(=O)NCC(=O)Nc2ccc3c(c2)CCC3)cc1	-43	0	-4	nt	1	1	-65	nt
28	Cc1cc(C)cc(C(=O)NCC(=O)NNC(=O)CSc2ccccc2F)c1	-5	-2	-6	0	-1	2	14	10
29	O=C(CN1CCN(C(=O)c2ccco2)CC1)Nc1cccc([N+](=O)[O-])c1	5	1	nt	nt	nt	nt	-11	8
30	Cc1ccc(NC(=O)N(Cc2ccco2)C(C)c2ccco2)cc1C (centres undefined)	nt	1	nt	-3	-1	-26	-10	nt

5 compounds from above, reduced to EWS-Fli block, FN deposition inh and PGC1a acetyl inh.
No. | SMILES | EWS-Fli block | FN deposition inh | PGC1a acetyl inh
16 | CSc1ccccc1NC(=O)C1C2CCC(C2)C1C(=O)O (centres undefined) | -2 | 2 | 32
20 | CC(C)C(NS(=O)(=O)c1cccs1)C(=O)NCc1ccccc1 (centres undefined) | 8 | 0 | 5
7 | OC(COCc1ccc2c(c1)OCO2)CN1CCCCC1 (centres undefined) | -7 | -1 | 9
15 | COCCNC(=O)C[C@@H]1C[C@@H]2c3cc(NC(=O)NC4CCCCC4)ccc3O[C@@H]2[C@H](CO)O1 | 8 | 0 | -3
3 | O=C(c1cncc(Br)c1)N1CCN(S(=O)(=O)c2ccc3ccccc3c2)CC1 | 10 | -3 | 1

3 entries already listed, arranged by molar mass, low to high.
item	canonical_smiles	EWS-Fli block	CASP6 VEID inh	FN deposition inh	miR122 inh	Cneo AK release	PGC1a acetyl inh	LGR2 inh	PAX8 reporter
16	CSc1ccccc1NC(=O)C1C2CCC(C2)C1C(=O)O (centres undefined)	-2	0	2	-1	-2	32	26	2
3	O=C(c1cncc(Br)c1)N1CCN(S(=O)(=O)c2ccc3ccccc3c2)CC1	10	3	-3	-2	2	1	nt	2
2	C[C@@H]1CCCCO[C@H](CN(C)S(=O)(=O)c2cccs2)[C@H](C)CN([C@H](C)CO)C(=O)c2cc(NC(=O)Nc3ccc(F)cc3)ccc2O1	3	0	nt	-3[16.7 µM]	-1	-11	12	22

(next part)
item	canonical_smiles	EWS-Fli block	CASP6 VEID inh	FN deposition inh	miR122 inh	Cneo AK release	PGC1a acetyl inh	LGR2 inh	PAX8 reporter
31	CCOC(=O)C1(CCc2ccccc2)CCN(C(=O)Cc2nonc2C)CC1	-55	-3	-5	nt	nt	-6	-31	-21
32	COc1ccc(S(=O)(=O)N(C)C[C@H]2Oc3ccc(NC(=O)Cc4cn(C)c5ccccc45)cc3C(=O)N([C@@H](C)CO)C[C@@H]2C)cc1	2&2	-3&-4	2&7	-4[16.7 µM]	-24&1	-11&-8	37&2	43
33	CCC(=O)N1CCC2(CC1)CN(C(=O)Cc1ccccc1)[C@@H](CO)c1c2c2ccc(OC)cc2n1C	8	0	nt	nt	nt	nt	3	0
34	Cc1cc(C(=O)COC(=O)CC2Sc3ccccc3NC2=O)c(C)n1-c1cccc(C(F)(F)F)c1 (centres undefined)	-23	5	-6	-6	-1	-13	-19	-17
35	O=C(C[C@@H]1C[C@@H]2c3cc(NC(=O)NC4CCCC4)ccc3O[C@@H]2[C@@H](CO)O1)NCc1ccccc1	-8	3	0	14[16.7 µM]	1	-6	3	-5
36	CC(C)CCN1C(=O)C2(OCCCO2)c2cc(Cl)ccc21	9	1	-3	-2	1	7	-6	-6
37	CC(c1ccco1)N(C(=O)c1cc(Cl)cc(Cl)c1)c1ccccn1 (centres undefined)	3	0	-6	29	0	-50	5	5
38	C[C@@H]1CN([C@H](C)CO)C(=O)Cc2cc(NS(=O)(=O)c3ccc(F)cc3)ccc2O[C@H]1CN(C)Cc1ccc(C(F)(F)F)cc1	4	0	-3	4[16.7 µM]	13	-11	20	-2
39	CCOc1ccc(C(=O)NCC(=O)N2CC=C(c3ccccc3)CC2)cc1OCC	9	-1	-4	-7	1	nt	13	6
40	O=C(C[C@@H]1CC[C@@H]2NC[C@H](O)COC[C@H]2O1)NCCN1CCCC1	7	2	-6	nt	nt	7	2	nt
41	O=C(Cn1cc(C(F)(F)F)ccc1=O)N/N=C/c1ccc(Cl)c(Cl)c1	39	3	-3	-5	0	-8	-4	14
42	c1ccc(C[C@H]2CNCCN2CC2(c3ccccc3)CC2)cc1	-6	-2	8	nt	13	nt	nt	6
43	COC(=O)c1c(NC(=O)CSc2nncs2)sc2c1CCCCC2	12	1	nt	nt	2	-2	-7	nt
44	COC(=O)C1=C(C)N(CCCC(=O)O)C(=O)NC1c1cccc(Cl)c1Cl (centres undefined)	-2	-1	12	3	-1	0	-36	-16
45	Cc1ccc2c(c1)c1c(n2CC(O)Cn2c(C)nc3ccccc32)C(=O)CCC1 (centres undefined)	15	2	-9	-6	1	-2	nt	17
46	O=C(CCN1CCCCC1)N[C@@H]1CC[C@H](CCNS(=O)(=O)c2ccc(Cl)cc2)O[C@@H]1CO	4	-2	nt	nt	47	8	12	-16
47	Cc1noc(C)c1S(=O)(=O)N(C)C[C@H]1Oc2ccc(NS(C)(=O)=O)cc2C(=O)N([C@H](C)CO)C[C@H]1C	6	-3	nt	-1[16.7 µM]	3	-1	-29	nt
48	CCOC1=C2[C@H](c3ccccc3)N(S(=O)(=O)c3ccc(C)cc3)[C@H](C(C)C)[C@H]2C(C#N)(C#N)C(C#N)(C#N)C1	0	-3	1	nt	nt	nt	7	28
49	OC[C@@H]1CN(Cc2ccc(-c3ccccc3)cc2)C[C@H](n2cnc3c(NCc4ccco4)ncnc32)O1	16	1	20	-4	1	24	24	?
50	Cc1cccc(C(=O)OCC(=O)NNC(=O)c2cccs2)c1O	-2	1	10	nt	-1	nt	2	-14
51	O=C1CCc2ccccc2O1	2	1	nt	-44	3	5	-16	nt
52	CCc1nnc(NC(=O)CS(=O)(=O)Cc2ccccc2)s1	-7	2	2	13	nt	-13	5	-10
53	CO[C@H]1CN(C)C(=O)c2ccc(NC(=O)c3ccc(F)cc3)cc2OC[C@@H](C)NC[C@@H]1C	0	0	17	5[16.7 µM]	0	6	-10	2
54	CN(C)C(=O)C[C@@H]1C[C@@H]2c3cc(NC(=O)Cc4ccncc4)ccc3O[C@@H]2[C@H](CO)O1	4	-2	8	-1[16.7 µM]	57	0	-10	nt
55	CC(=O)c1ccc(N2CCN(C(=O)c3cc(-c4ccncc4)nc4ccc(Cl)cc34)CC2)cc1	nt	0	2	nt	14	-2	1	2

Entries of single compounds, quoted from the list. Values in the order: EWS-Fli block | CASP6 VEID inh | FN deposition inh | miR122 inh | Cneo AK release | PGC1a acetyl inh | LGR2 inh | PAX8 reporter
`O=C(NC1CCCC1)C(c1ccc(F)cc1)N(Cc1ccccc1Cl)C(=O)CCl` (centres undefined) is listed as 18 | -1 | 1 | 5 | 3 | 1 | -1 | 31
`COC(=O)C1=C(C)N(CCCC(=O)O)C(=O)NC1c1cccc(Cl)c1Cl` (centres undefined) is listed as -2 | -1 | 12 | 3 | -1 | 0 | -36 | -16
`Cc1cc(C)cc(C(=O)NCC(=O)NNC(=O)CSc2ccccc2F)c1` is listed as -5 | -2 | -6 | 0 | -1 | 2 | 14 | 10
